# KB-V1 cytotox: qHTS assay for MDR1-selective chemotherapeutics: Primary screen using the drug-selected MDR subline cells KB-V1 | KB-V1 MDR cells viability, CellTiter-Glo, 72 h | AID 1347076, 2019 | Potency, µM (highest dose often 46.1 µM), without a hit: top-dose activity change, negative = cytotoxicity, actives largely listed as cytotoxic | actives 3.4% (n = 400,000); further: potency means the concentration at half of the fitted maximal effect; on the % scale 0 is the no-effect control and ±100 the full control effect; nearly all actives have a fitted effect of over 60% in size
#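 Readout: CellTiter-Glo luminescence, 10 min after addition. Cells: KB-V1 MDR subline, 72 h at 37 degrees C with compound. Analysis: corrected, normalized data fitted to concentration-effect curves.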
# aSyn yeast inh: qHTS of alpha-syn Inhibitors; Yeast expressing alpha-synuclein, growth rescue, BacTiter-Glo, 24 h; AID 652106, 2013; actives 0.14% (n = 370,000); Potency, µM (series often up to 46.1 µM), for the others: at the highest dose growth rescue (activation), most hits filed as activators; further: potency means the concentration at half of the fitted maximal effect; % of control where 0% means no effect; nearly all actives have a fitted effect of over 65% in size
#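 Readout is rescue of growth in alpha-synuclein-expressing yeast, so inhibitors of toxicity appear as activators. Growth after 24 hr at 30 deg C in galactose medium is quantified by luminescence.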
# D3 ag: qHTS of D3 Dopamine Receptor Agonist: qHTS. D(3) dopamine receptor (Homo sapiens), P35462. D3R DiscoveRx beta-arrestin cells, luminescence, 90 min. max activation, %. actives 0.58% (n = 410,000); in the data active means max activation above about 30%; further: 0% is about no effect; mostly tested at two doses, the higher about 12 µM
# Target sequence (P35462 whole entry, looked up): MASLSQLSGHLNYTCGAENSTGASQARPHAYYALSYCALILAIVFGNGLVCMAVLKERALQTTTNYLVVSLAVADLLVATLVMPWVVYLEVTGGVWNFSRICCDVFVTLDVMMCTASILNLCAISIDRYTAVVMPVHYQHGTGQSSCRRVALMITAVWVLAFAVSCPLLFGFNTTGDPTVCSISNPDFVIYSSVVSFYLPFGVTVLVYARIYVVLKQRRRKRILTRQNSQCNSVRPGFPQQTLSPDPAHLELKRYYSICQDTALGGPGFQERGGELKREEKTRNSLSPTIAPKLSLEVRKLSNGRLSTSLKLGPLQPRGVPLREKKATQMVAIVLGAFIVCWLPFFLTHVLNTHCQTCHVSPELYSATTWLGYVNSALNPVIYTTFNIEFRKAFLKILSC
#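 Cells at 1500/well, incubated overnight, then treated with pinned compounds (dopamine as control) for 90 min at 37 degrees C. DiscoveRx reagent added for 30 - 60 minutes at room temperature; luminescence read.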
# D3 antag: qHTS of D3 Dopamine Receptor Antagonist: qHTS. D(3) dopamine receptor (Homo sapiens), P35462. D3R cells, DiscoveRx beta-arrestin luminescence, antagonist mode; hits give low values. max response, negative = inhibition, %. actives 2.5% (n = 360,000); in the data active means max response below about -50%; inconclusive means no clear call, values can overlap the other calls; further: on the % scale 0 is the no-effect control and ±100 the full control effect; mostly tested at two doses, the higher about 12 µM
#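 Cells plated overnight at 1500 cells/well, then exposed to library compounds with dopamine controls for 90 minutes at 37 degrees C. DiscoveRx reagent added for 30–60 minutes at room temperature; luminescence read, quantitative HTS format.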
# PTHR1 ag: qHTS for PTHR1 Agonists: Primary Screen; Potency, µM (series often up to 115 µM), for the others: at the highest dose activation, hits mostly activators; actives 0.075% (n = 410,000); HEK293 GP2 PTHR1 cells, GloSensor cAMP luminescence, 1 h; AID 743266, 2014; further: potency means the concentration at half of the fitted maximal effect; nearly all actives have a fitted effect of over 55% in size; some results filed as inactive show a strong effect at the top dose; inactives centre near -15; many of its hits are not listed in these tables
# Target sequence (Q03431 whole entry, looked up): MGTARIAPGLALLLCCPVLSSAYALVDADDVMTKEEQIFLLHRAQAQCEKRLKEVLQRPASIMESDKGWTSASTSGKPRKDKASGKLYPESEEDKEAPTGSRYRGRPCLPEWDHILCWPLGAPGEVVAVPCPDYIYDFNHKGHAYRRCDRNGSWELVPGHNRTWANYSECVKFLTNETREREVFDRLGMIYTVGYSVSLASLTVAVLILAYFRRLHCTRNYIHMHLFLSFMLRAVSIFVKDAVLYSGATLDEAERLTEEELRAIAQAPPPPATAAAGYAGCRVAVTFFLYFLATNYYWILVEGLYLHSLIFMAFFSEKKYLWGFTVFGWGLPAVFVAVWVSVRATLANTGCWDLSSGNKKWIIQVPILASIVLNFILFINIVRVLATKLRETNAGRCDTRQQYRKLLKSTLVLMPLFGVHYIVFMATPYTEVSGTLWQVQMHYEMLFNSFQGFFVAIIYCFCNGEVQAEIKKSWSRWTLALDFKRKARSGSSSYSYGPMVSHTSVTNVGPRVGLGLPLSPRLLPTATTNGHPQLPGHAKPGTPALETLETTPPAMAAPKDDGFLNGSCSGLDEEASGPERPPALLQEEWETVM
#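 HEK-293-derived GP2 cells expressing PTHR1 and a GloSensor cAMP reporter, 3,000/well, plated overnight, given luciferin plus IBMX (each 0.5 mM as added) for 1 h at 37 °C, then compound for 1 h at 37 °C. Luminescence was read after 15 min at room temperature.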
# TDP-43 yeast inh: qHTS of TDP-43 Inhibitors; actives 1.8% (n = 410,000); Potency, µM (highest dose often 46.1 µM), for inactives: at the highest dose growth rescue (activation), hits mostly activators; TDP-43 expressing yeast growth rescue, BacTiter-Glo, 24 h; further: potency means the concentration at half of the fitted maximal effect; % of control where 0% means no effect; nearly all actives have a fitted effect of over 50% in size
#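 Readout is BacTiter-Glo luminescence of cell growth, so inhibitors register as activators. TDP-43-expressing yeast at OD600=0.02 in galactose medium, after raffinose pregrowth to mid-log, were incubated with compound for 24 hr at 30 deg C.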
# GLP1R cytotox: qHTS of GLP-1 Receptor Inverse Agonists: Cytotox Screen | Potency, µM (top dose mostly 38.3 µM), for inactives: at the highest dose activity change, negative = inhibition, usual class: inhibitors | AID 624418, 2012 | HEK293 cAMP-luciferase reporter cells, luminescence, 24 h | actives 0.13% (n = 410,000);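 further: loss of luciferase light is scored as toxicity; potency means the concentration at half of the fitted maximal effect; on the % scale 0 is the no-effect control and ±100 the full control effect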
#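 Seeding density was 200 cells/uL; after overnight-length (12 h) culture, 23 nL compounds went on for 24 h at 37 °C. Readout used a luciferase detection reagent, luminescence taken after 12 min at room temperature.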
# GLP1R ag: qHTS of GLP-1 Receptor Agonists. Potency, µM (top dose mostly 45.6 µM), without a hit: at the highest dose activation, usual class: activators. Glucagon-like peptide 1 receptor (Homo sapiens), P43220. HEK293 GLP-1R CRE-luciferase, luminescence, 4-6 h; cells express a hypersensitive GLP-1R form. AID 624172, 2012. actives 0.007% (n = 380,000); further: potency means the concentration at half of the fitted maximal effect; % of control where 0% means no effect
# GLP1R inv ag: qHTS of GLP-1 Receptor Inverse Agonists (Inhibition Mode) | HEK293 GLP-1R CRE-luciferase, luminescence, 24 h; GLP-1R form is constitutively active | Potency, µM (top dose mostly 38.3 µM), without a hit: at the top dose activity change, negative = inhibition, hits mostly inhibitors | actives 1.6% (n = 410,000); further: potency means the concentration at half of the fitted maximal effect; on the % scale 0 is the no-effect control and ±100 the full control effect; nearly all actives have a fitted effect of over 55% in size
#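 Inverse agonism was detected as reduced cAMP-driven luciferase luminescence after 24 h compound treatment. The cells were HEK293 clones expressing constitutively active human GLP-1R with the reporter. Reporter-only and GPR119 cell lines served as counterscreen controls.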
# * hit, by the source's call; i = inactive; u = inconclusive; x = no result given; & = joins results of further samples; [ ] = remark or other dose. Unless noted, the call rests on the fitted dose curve; in most records, active means well fitted curve in the direction sought with a large enough effect; inconclusive means small, poorly fitted or top-dose-only effect, or another doubt; inactive means no such curve, though single readings can be large; an effect the other way counts as inactive or inconclusive. A portion of the library; the hit share may differ from the screen's.
SMILES,KB-V1 cytotox,aSyn yeast inh,D3 ag,D3 antag,PTHR1 ag,TDP-43 yeast inh,GLP1R cytotox,GLP1R ag,GLP1R inv ag
O=C(c1cc2cccc([N+](=O)[O-])c2oc1=O)N1CCOCC1,-11.4%,0.2%,-8.8,0.3,-10.8%,18.9%,-23.2%,0.5%,12.2%
CCCC(=O)Nc1ccccc1NC(=O)c1ccc2c(c1)OCO2,-0.4%,-1.8%,-11.3,-2.8,-22.6%,-4.7%,-4.5%,11.3%,6.3%
CCOC(=O)N1CCN(C(=O)CCCn2nc(C)c3sc4ccccc4c3c2=O)CC1,u,16.0%,2.7,-9.1,-6.6%[57.5 µM],6.1%,11.5%,0.0%,7.6%
CC1(c2ccncc2)Nc2ccccc2-c2nc3ccccc3n21 (stereo not drawn),-10.6%,1.9%,-3.9,10.0,i,0.0%,-3.3%,1.2%,6.7%
O=C(Cn1c(=O)n2nc(-c3cccc(F)c3)nc2c2ccccc21)N1CCN(c2ccccc2F)CC1,10.7%,x,-13.6,x,i,-11.4%,-6.1%,x,4.3%
CCOC(=O)C(NCc1ccc(F)cc1)(NC(=O)c1ccccc1)C(F)(F)F (stereo not drawn),-3.8%,6.5%,3.1,6.4,i,0.0%,2.3%,-0.3%,u
COc1cccc(C(=O)NCCS(=O)(=O)NC(C)CCc2ccccc2)c1 (stereo not drawn),-20.9%,-0.3%,-4.0,-10.6,-20.7%,15.1%,-7.1%,1.9%,u
Cc1ccc2c(c1)C(=O)OC(C(=O)Nc1ccc(C(=O)O)cc1)C2 (stereo not drawn),-18.8%,-6.5%,-7.6,x,-6.4%,0.1%,5.2%,10.8%,-2.8%
O=C(NCc1cccs1)c1ccc(S(=O)(=O)N2CCOCC2)cc1,-11.7%,0.1%,-0.6,9.7,-27.9%,8.1%,-5.0%[0.307 µM],10.0%,-17.0%[0.307 µM]
COc1ccc(-c2nn(C)c(=O)c3ccccc23)cc1NC(=O)COc1ccccc1,0.0%,-0.5%,3.2,3.9,-39.4%[inhibitor],11.2%,-15.9%,-0.2%,41.2%[activator]
CCN1CCN(C(=O)/C=C/c2c(F)cccc2Cl)CC1,u,-1.6%,-2.1,18.1,-0.6%,12.9%,-9.7%,2.8%,4.9%
CN(C)c1nc(N(C)C)n(Cc2c(Cl)cccc2Cl)n1,-11.9%,-3.2%,-5.4,-17.6,i,-23.2%,11.1%,12.6%,6.5%
Nc1ccc(C(=O)N2CCCC2)cc1CS(=O)(=O)c1ccc(Cl)cc1,15.2%,1.5%,14.9,12.5,i,-10.4%,1.0%,9.6%,-17.0%
CCOC(=O)C1=C(CSc2nc3ccccc3s2)NC(=O)NC1c1cc(C)ccc1C (stereo not drawn),-26.1%,6.6%,30.9*,34.1,-32.5%[inhibitor][57.5 µM],5.5%,-9.9%,1.5%,u
CC(C)c1cc(CN2CCN(Cc3ccc(F)c(F)c3)C(CCO)C2)[nH]n1 (stereo not drawn),-28.0%,8.2%,-10.1,u,i,-2.3%,-4.8%,8.5%,u
CCc1cc2c(=O)n(Cc3ccco3)c(SCC(=O)N3CCCc4ccccc43)nc2s1,0.0%,9.8%,4.9,4.2,-20.2%[57.5 µM],14.5%,-6.8%,15.1%,u
CCn1ccnc1CNC(=O)CC1C(=O)NCCN1Cc1ccccc1F (stereo not drawn),3.9%,-3.8%,-0.2,-2.6,i,-13.9%,-1.7%,12.7%,14.6%
COc1ccc(C(C(=O)NC2CCCCC2)N(C(=O)CCl)c2ccccc2Cl)cc1 (stereo not drawn),0.0%,u,-1.2,3.0,i,-8.7%,-4.3%,-0.4%,-0.1%
CCOC(=O)c1c(-c2ccc(C)cc2)cn2ccccc12,u,-14.0%,-8.1,-16.0,-2.4%,-3.4%,21.1%,17.2%,u
Cc1coc2c(C)c3oc(=O)c(CCC(=O)N4CCC(C(=O)NCCCC(=O)O)(c5ccccc5)CC4)c(C)c3cc12,u,0.0%,4.3,-0.9,i,-7.4%,2.0%,-3.6%,13.0%
O=C(NN=Cc1ccccc1C(=O)O)c1ccc(NS(=O)(=O)c2cccs2)cc1,u,0.0%[1.84 µM],-1.3,-4.0,-4.4%,-0.9%,-5.9%,-5.0%,4.5%
CCC1CCCCN1Cc1ccc(N)cc1 (stereo not drawn),-6.8%,-3.1%,-6.2,-20.2,i,-2.7%,3.6%,-2.1%,13.2%
COc1cccc(CNc2ccc3[nH]c(=O)[nH]c3c2)c1OCc1ccccc1Cl,4.9%,0.4%,8.2,-8.4,-28.2%,6.7%,1.3%,20.1%,39.7%[activator]
Cc1cc(C)n(C(C)CC(=O)NCc2ccccc2C)n1 (stereo not drawn),3.7%,x,-3.4,x,u,-10.4%,2.3%,x,3.0%
CN(C)c1ccc(NC(=O)c2ccc3nc[nH]c3c2)cc1,-1.0%,1.4%,-2.7,-5.5,-14.3%,11.0%,-9.5%,2.3%,15.4%
COc1ccc(OCCn2c(N)nc3ccccc32)cc1,u,-1.0%,-3.9,-7.3,i,u,-8.9%,3.4%,-6.0%
O=C1COc2ccc(C(=O)COC(=O)COc3ccccc3[N+](=O)[O-])cc2N1,u,1.6%,13.7,21.2,-13.5%,-13.8%,0.2%,2.3%,36.6%[activator]
COc1ccccc1S(=O)(=O)Nc1ccc2cn[nH]c2c1,-26.4%,-4.4%,-0.5,49.1,-14.9%,-17.9%,-1.5%,-4.0%,-9.4%
Nc1ncnc(Nc2cccc(Cl)c2Cl)n1,-13.6%,8.6%,17.5,6.5,-36.2%[inhibitor],30.0%,-9.9%,-2.1%,57.1%[activator]
O=C(O)c1ccc2c(c1)N(Cc1ccccc1)C(=O)c1ccccc1S2,4.4%,7.9%,2.7,11.5,-3.1%,23.6%,-2.7%,0.2%,-28.3%
COc1ccccc1CNC(=O)[C@H](C)NC(=O)C1CCN(C(=O)[C@H](CCSC)NC(=O)OC(C)(C)C)CC1,0.0%,-1.3%,-10.4,0.0,-9.8%,10.2%,-3.7%,12.0%,1.8%
COc1ccc([C@H]2CC(=O)C=C(c3ccc(F)nc3)C2)cc1OC,0.0%,-1.5%,8.0,22.6,-9.9%,26.4%,-3.5%,-1.7%,4.2%
COc1cc(C(=O)OCC(=O)NC23CC4CC(CC(C4)C2)C3)cc(OC)c1OC,0.8%,-6.5%,-7.4,-4.9,-3.8%,-21.7%,1.4%,21.3%,u
Cc1ccc(C2C(C#N)C(C#N)N3CCCN23)cc1 (stereo not drawn),14.1%,0.9%,-1.7,-14.7,i,-5.4%,-5.0%,2.2%,8.6%
CCc1nc(SCC(=O)Nc2ccccc2OC)c2c(C)c(C)sc2n1,9.2µM*,9.8%,0.3,-7.6,i,-17.6%,3.4%,21.9%,u
COc1cc(CNC(=O)c2cc(-c3ccccc3)n[nH]2)cc(OC)c1OC,13.1%,x,10.1,x,-17.2%,0.8%,-10.1%,x,6.7%
CNC(=O)COc1coc(CN2CCN(c3ccccc3OC)CC2)cc1=O,-4.5%,-7.6%,-4.7,-17.6,i,-14.6%,-0.4%,-0.4%,10.2%
COc1ccc(CC(=O)NCC(=O)N/N=C/c2ccc(C)o2)cc1,-14.3%,6.8%,0.5,10.6,-6.2%,2.6%,-0.4%,-0.4%,6.1%
COc1ccc(OC)c2sc(NC(=O)c3ccc(S(=O)(=O)N(C)C)cc3)nc12,-1.3%,1.3%,5.2,7.1,i,14.8%,-5.7%,5.2%,-5.1%
NC1=NC(=Nc2cccc(S(N)(=O)=O)c2)c2ccccc21,24.4%,8.0%,9.6,-8.5,i,13.1%,-9.0%,7.4%,1.5%
O=C(COc1ccccc1)Nc1c(Cl)ccc2nsnc12,u,-0.5%&-2.8%,6.7&-3.7,14.0,i,3.4%&12.8%,32.3%&9.2%[activator],4.8%&2.9%,11.0%&-1.1%
O=C(CSc1nnc(Cc2cccs2)n1-c1ccc(Cl)cc1)NCc1ccc2c(c1)OCO2,-6.8%,7.7%,0.5,-24.1,i,11.8%,-23.5%,-0.8%,u
COC(=O)c1cccc(S(=O)(=O)N2CCOCC2)c1,u,-0.7%&-2.8%,2.2,u,18.6%[57.5 µM],-2.4%,3.4%,-12.4%,4.5%
Cc1cccc(S(=O)(=O)Nc2nc3ccccc3nc2OC(C)C)c1,24.5%,-0.2%,7.9,-3.5,-13.0%,3.0%,11.4%,1.5%,26.7%
Nc1nonc1-n1nnc(C(=O)N/N=C/c2cccnc2)c1CSc1ccc(Cl)cc1,6.2%,6.0%,12.3,38.8,-17.7%,12.0%,-16.3%,-0.2%,u
CN1CCN(C(=O)c2ccc(CNS(=O)(=O)c3ccc(F)c(Cl)c3)cc2)CC1,12.1%,u,-3.1,-11.4,-0.2%,2.9%,0.1%,-4.8%,u

# Screening results deposited in PubChem BioAssay by National Center for Advancing Translational Sciences (NCATS).
